TRPV1 ag: HTS Assay for Compounds that Act as Agonists of the Vanilloid Receptor 1. TRPV1-expressing cells, Fluo-8 calcium influx, agonist mode. activation, % at 8.33 µM. 320,000 compounds, 0.19% hits; in the data active = activation above about 80%; inconclusive = between about 30% and that limit; note: 0% is about no effect
Target sequence (Q8NER1 whole entry, looked up): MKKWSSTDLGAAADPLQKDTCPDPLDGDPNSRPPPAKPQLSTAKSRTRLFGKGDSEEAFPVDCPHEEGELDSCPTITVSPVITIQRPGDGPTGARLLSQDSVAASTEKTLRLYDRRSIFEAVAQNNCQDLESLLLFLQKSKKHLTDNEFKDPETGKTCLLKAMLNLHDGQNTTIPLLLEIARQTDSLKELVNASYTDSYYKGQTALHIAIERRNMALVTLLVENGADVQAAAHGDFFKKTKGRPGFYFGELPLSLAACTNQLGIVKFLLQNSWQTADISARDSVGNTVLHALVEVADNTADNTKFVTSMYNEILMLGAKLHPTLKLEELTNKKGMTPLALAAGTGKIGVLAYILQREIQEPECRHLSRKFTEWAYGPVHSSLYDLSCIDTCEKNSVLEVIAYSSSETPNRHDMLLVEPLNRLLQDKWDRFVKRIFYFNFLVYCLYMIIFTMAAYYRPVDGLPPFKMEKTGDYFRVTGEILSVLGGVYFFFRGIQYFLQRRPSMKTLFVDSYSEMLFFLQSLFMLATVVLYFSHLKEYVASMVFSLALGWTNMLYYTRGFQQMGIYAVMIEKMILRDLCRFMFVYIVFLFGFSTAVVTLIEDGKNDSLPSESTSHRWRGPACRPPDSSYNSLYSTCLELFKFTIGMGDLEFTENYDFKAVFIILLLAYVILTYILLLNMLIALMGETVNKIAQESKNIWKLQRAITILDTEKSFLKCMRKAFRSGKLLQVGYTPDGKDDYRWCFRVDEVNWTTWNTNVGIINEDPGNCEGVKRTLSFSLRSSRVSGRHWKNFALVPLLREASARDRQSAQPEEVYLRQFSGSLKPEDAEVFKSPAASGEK
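TRPV1-expressing cells were cultured overnight at 35.5C and loaded with Fluo-8 calcium dye for 40 to 90 min at room temperature. After a 10 s baseline, compound was added and calcium influx was read kinetically for 3 min (ex 480/em 520 nm).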
TCR activator: Activators of T cell receptors: qHTS campaign; primary human leukocytes, anti-CD3, IL-2 HTRF, 48 h; Potency, µM (top dose mostly 9.22 µM), for the others: at the highest dose activation of IL-2 secretion, hits mostly activators; 330,000 tested, under 10 active; AID 504894, 2011; note: % of control where 0% means no effect
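Using a-CD3 beads without co-stimulation, primary human leukocytes were exposed to compounds for 48 hr. An HTRF IL-2 kit measured the cytokine, with europium-to-d2 energy transfer producing emission at 665nm upon 320nm excitation.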
ELG1 repair inh: qHTS screen for small molecules that inhibit ELG1-dependent DNA repair in human embryonic kidney (HEK293T) cells expressing luciferase-tagged ELG1; HEK293T ELG1-luciferase reporter, luminescence, 16 h; DNA damage induced by 5-fluorouridine; Potency, µM (series often up to 46.1 µM), inactives show at the highest dose activity change, negative = inhibition, actives largely listed as inhibitors; 330,000 compounds, 2.3% hits; note: potency is the fitted concentration of half-maximal effect; % is set by controls: 0 for no effect and ±100 for the full control effect; nearly all actives have a fitted effect of over 55% in size
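In this reporter screen, reduction of luminescence relative to DMSO vehicle indicated activity. Compounds and 5-fluorouridine were added together to 2,000 cells per well, incubated for 16 hr at 37 °C, then developed with ONE-Glo.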
USP2a block: qHTS Assay for Inhibitors of Ubiquitin-specific Protease USP2a Using CHOP2 as the Reporter; USP2 core, Ub-CHOP2 coupled fluorogenic reporter, 485/531; Potency, µM (titrated, usually from 38.3 µM), for inactives: at the top dose activity change, negative = inhibition, usual class: inhibitors; 330,000 compounds, 0.01% hits;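 note: potency is the fitted concentration of half-maximal effect; plate controls were DMSO wells for no effect and full inhibition by NEM control for full effect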
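USP2 core (10nM final) preincubated 30min RT with compound in 20mM Tris-HCl pH 8.0, 2mM CaCl2, 2mM beta-mercaptoethanol, 0.05% CHAPS; 25nM Ub-CHOP2 plus 25nM reporter substrate added, fluorescence (Ex485/Em531) read after 60min.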
A-T KAP1 phos: qHTS Assay for Identifying a Potential Treatment of Ataxia-Telangiectasia. […] A-T fibroblasts, KAP-1 phosphorylation AlphaLISA; neocarzinostatin DNA damage 30 min before lysis. Potency, µM (doses to about 57.5 µM), for the others: at the top dose activation, usual class: activators. 320,000 compounds, 0.19% hits; note: potency is the fitted concentration of half-maximal effect; % of control where 0% means no effect; nearly all actives have a fitted effect of over 45% in size
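hTERT-immortalized A-T patient fibroblasts ([…]), 500 cells/well in OPTI-MEM, 1% FBS, got compounds for 60 min, then NCS for 30 min at 37C. Lysates were then assayed for phospho-KAP-1 by AlphaLISA (anti-pKAP1 donor, anti-KAP1 acceptor beads), 6 hr at 25C.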
KCNH2 3.1 block: qHTS for Inhibitors of KCHN2 3.1: Mutant qHTS. U2OS KCNH2 3.1, thallium flux FluxOr; hits give low values. activity change, % (tested at about 1.8 µM). 340,000 compounds, 0.95% hits;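 active = maximum activity change below -70%; inconclusive = maximum activity change from -70% to -50%; inactive = maximum activity change above -50%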;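 note: thallium influx rate constant from kinetic fluorescence after stimulation buffer; % is set by controls: 0 for no effect and ±100 for the full control effect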
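Normalized rate constant (relative to positive and negative DMSO controls) derived from a 2 min kinetic fluorescence read after stimulation; U2OS cells expressing the 3.1 isoform via virus at 1.77 x 10^8 /mL.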
hERG WT inh: qHTS for Inhibitors of KCHN2 3.1: Wildtype qHTS; Voltage-gated inwardly rectifying potassium channel KCNH2 (Homo sapiens), Q12809; U2OS, BacMam KCNH2, thallium flux FluxOr; hits give low values; activity change, % at 1.84 µM; 340,000 compounds, 0.37% hits;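 active = maximum activity change below -70%; inconclusive = maximum activity change between -70% and -50%; inactive = maximum activity change above -50%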; note: % is set by controls: 0 for no effect and ±100 for the full control effect
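U2OS cells were transduced with wild-type KCNH2 virus (2.03 x 10^8 / mL) for 4 h at room temperature, then cultured overnight at 37 C. Thallium flux was read with FluxOr dye. Rate constants were normalized to DMSO controls.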
Mito fusion yeast: qHTS Assay for Small Molecule Inhibitors of Mitochondrial Division or Activators of Mitochondrial Fusion. S. cerevisiae fusion-defective mutant growth rescue, CellTiterGlo 48 h. Potency, µM (highest dose often 46.1 µM), for inactives: at the top dose growth rescue (activation), usual class: activators. 320,000 compounds, 0.23% hits. AID 485298, 2010;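 note: potency is the fitted concentration of half-maximal effect; % of control where 0% means no effect; nearly all actives have a fitted effect of over 45% in size; temperature-sensitive fusion mutants such as fzo1-1 at 37 °C on non-fermentable ethanol glycerol medium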
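S. cerevisiae fusion-defective temperature-sensitive mutants (e.g. fzo1-1, mgm1-5) grown 48 h at 37C in YPEG (ethanol/glycerol non-fermentable) medium with 23 nl compound per well; growth rescue read as CellTiterGlo luminescence.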
TSHR antagonist: Antagonists of the Thyroid Stimulating Hormone Receptor: HTS campaign. 330,000 compounds, 0.2% hits. activity change, negative = inhibition, % at 11.5 µM. Thyrotropin receptor (Homo sapiens), P16473. AID 504810, 2011. TSHR-expressing cells, TSH-stimulated cAMP HTRF, 2 h; hits give low values;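 active = activity change below a set negative limit, meaning inhibition stronger than a set level, cut at about -70% in these data; inconclusive = activity change between two set negative limits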; note: % is set by controls: 0 for no effect and ±100 for the full control effect
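Freshly harvested TSHR cells receive pin-tooled compound, then EC80 TSH at 4nM final. After 2 hours at 37 deg C, antibody in lysis buffer and cAMP-d2 are added; 30 minutes at ambient temperature precede the HTRF read.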
Eya2 inh: qHTS Assay for Inhibitors of the Phosphatase Activity of Eya2. AID 488837, 2010. recombinant Eya2, OMFP fluorescence dephosphorylation (OMFP is methylfluorescein phosphate). 330,000 compounds, 0.006% hits. Potency, µM (doses to about 76.9 µM), inactives show top-dose activity, negative = inhibition, hits mostly inhibitors. Protein phosphatase EYA2 (Homo sapiens), O00167; note: potency is the fitted concentration of half-maximal effect; % is set by controls: 0 for no effect and ±100 for the full control effect
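Eya2 (0.2 uM) preincubated 10 min at ambient with compound, then OMFP substrate added at 50 uM; 10 min reaction in 50 mM HEPES pH 7.5, 50 mM NaCl, 5 uM MgCl2, 0.05% BSA, 1 mM DTT. Fluorescence read at Ex 485/Em 525 nm.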
* = called active by the depositor; [ ] = dose if it differs, or a comment. Unless noted, calls come from the whole dose curve; as a rule, active = well fitted curve in the direction sought with a large enough effect; inconclusive = small, poorly fitted or top-dose-only effect, or another doubt; inactive = no such curve, though single readings can be large; an effect the other way counts as inactive or inconclusive. The list is partial; rates above refer to the full screens.

`CC(=O)N/C(=N/c1nc(C)cc(C)n1)Nc1ccc(C)cc1Cl` gave TRPV1 ag 0, TCR activator -2%, ELG1 repair inh 0%, USP2a block 1%, A-T KAP1 phos 6%, KCNH2 3.1 block -8, hERG WT inh -6, Mito fusion yeast 0%, TSHR antagonist 12 and Eya2 inh -12%.
Screening CCOC(=O)c1c(C)n(C)c2ccc(OC)c(NC(=O)CN3CCN(Cc4ccccc4)CC3)c12 returned TCR activator -8%, ELG1 repair inh inconclusive, USP2a block 0%, A-T KAP1 phos -9%, KCNH2 3.1 block 8, hERG WT inh 3, Mito fusion yeast -2%, TSHR antagonist -5 and Eya2 inh -2%.
For CCOC(=O)CSc1nc2c(sc3ccccc32)c(=O)n1CCCN1CCOCC1 the results were TRPV1 ag inconclusive, TCR activator 3%, ELG1 repair inh inconclusive, USP2a block -1%, A-T KAP1 phos -2%, KCNH2 3.1 block -28, hERG WT inh 3, Mito fusion yeast -1%, TSHR antagonist -2 and Eya2 inh 10%.
For O=C(N/C(=C\c1cccnc1)C(=O)N1CCC(O)CC1)c1ccccc1 the results were TRPV1 ag 1, TCR activator -5%, ELG1 repair inh 3%, USP2a block -1%, A-T KAP1 phos 2%, KCNH2 3.1 block 4, hERG WT inh 5, Mito fusion yeast -3%, TSHR antagonist -10 and Eya2 inh -2%.
For C=CCSc1nc(Oc2ccccc2)c2sccc2n1 the results were TRPV1 ag 1, TCR activator -6%, ELG1 repair inh -2%, USP2a block -1%, A-T KAP1 phos 13%, KCNH2 3.1 block -9, hERG WT inh 2, Mito fusion yeast -3%, TSHR antagonist -13 and Eya2 inh -12%.
COc1cc(C(=O)NCC(=O)NCCCSc2ccccc2)cc(OC)c1OC was read as TRPV1 ag 0, TCR activator 0%, ELG1 repair inh -21%, USP2a block -4%, A-T KAP1 phos 0%, KCNH2 3.1 block -16, hERG WT inh 0, Mito fusion yeast -4%, TSHR antagonist 1 and Eya2 inh 10%.
CCC(OC(=O)c1cc2sccc2n1C)C(=O)NCC1CCCO1 (centres undefined) was read as TRPV1 ag 2, TCR activator 1%, ELG1 repair inh inconclusive, USP2a block -2%, A-T KAP1 phos 1%, KCNH2 3.1 block 2, hERG WT inh 7, Mito fusion yeast -4%, TSHR antagonist 8 and Eya2 inh 10%.
`COC(=O)c1[nH]c2cccc(C)c2c1NC(=O)CN1CCN(c2ccccc2OC)CC1` gave TRPV1 ag 9, TCR activator 2%, ELG1 repair inh inconclusive, USP2a block 3%, A-T KAP1 phos 12%, KCNH2 3.1 block 7, hERG WT inh 4, Mito fusion yeast -3%, TSHR antagonist 0 and Eya2 inh -15%.
`CC(=O)c1ccc(OC(C)C(=O)NC2CCCCC2C)cc1` (centres undefined) gave TRPV1 ag 3, TCR activator 12%, ELG1 repair inh inconclusive, USP2a block 0%, A-T KAP1 phos 22%, KCNH2 3.1 block 7, hERG WT inh -5, Mito fusion yeast 3%, TSHR antagonist -1 and Eya2 inh 12%.
`CC(C)CC(=O)Nc1ccc2c(c1)nc(CCN1CCCCC1)n2C` gave TRPV1 ag -1, TCR activator -3%, ELG1 repair inh 12%, USP2a block 3%, A-T KAP1 phos -9%, KCNH2 3.1 block 0, hERG WT inh 11, Mito fusion yeast 9%, TSHR antagonist 0 and Eya2 inh 22%.
For Cc1cc(C)cc(NC(=O)CSc2nc(CSc3ccc(Cl)cc3)cc(=O)[nH]2)c1 the results were TRPV1 ag -2, TCR activator -7%, ELG1 repair inh 0%, USP2a block -5%, A-T KAP1 phos -4%, KCNH2 3.1 block -16, hERG WT inh -2, Mito fusion yeast -1%, TSHR antagonist -10 and Eya2 inh -6%.
For COc1ccc(CNC(=O)Nc2cccc(C)c2)cc1 the results were TRPV1 ag 5, TCR activator 6%, ELG1 repair inh inconclusive, USP2a block 0%, A-T KAP1 phos -2%, KCNH2 3.1 block 14, hERG WT inh 7, Mito fusion yeast -4%, TSHR antagonist -14 and Eya2 inh -5%.
CCN(CC)S(=O)(=O)c1cc(C(=O)OC)ccc1Cl was read as TRPV1 ag 19, TCR activator -5%, ELG1 repair inh 14%, USP2a block 2%, A-T KAP1 phos 5%, KCNH2 3.1 block 17, hERG WT inh 2, Mito fusion yeast 6%, TSHR antagonist -25 and Eya2 inh -4%.
Screening COc1cc(CCC(=O)NCc2ccc3c(c2)OCO3)cc(OC)c1OC returned TRPV1 ag 3, TCR activator -9%, ELG1 repair inh -3%, USP2a block 3%, A-T KAP1 phos -4%, KCNH2 3.1 block 10, hERG WT inh 0, Mito fusion yeast 2%, TSHR antagonist 13 and Eya2 inh inconclusive.
COc1cccc(NC(=O)CN(C)C(=O)c2ccccc2CCc2ccccc2)c1 was read as TRPV1 ag inconclusive, TCR activator 2%, ELG1 repair inh inconclusive, USP2a block -5%, A-T KAP1 phos 5%, KCNH2 3.1 block 0, hERG WT inh -5, Mito fusion yeast 6%, TSHR antagonist 11 and Eya2 inh -3%.
`O=C(O)c1ccc(CNCc2cccc(Cl)c2)cc1` gave TRPV1 ag 1, TCR activator 4%, ELG1 repair inh -10%, USP2a block 5%, A-T KAP1 phos 7%, KCNH2 3.1 block -11, hERG WT inh 6, Mito fusion yeast -4%, TSHR antagonist 17 and Eya2 inh 9%.
`Cc1ccc(C2(CCN)CCOC(C(C)C)C2)cc1` (centres undefined) gave TRPV1 ag 12, TCR activator 3%[46.1 µM], ELG1 repair inh -9%, USP2a block -1%, A-T KAP1 phos -1%, KCNH2 3.1 block -7, hERG WT inh -11, Mito fusion yeast -5%, TSHR antagonist -1 and Eya2 inh -10%.
For Cc1ccc(S(=O)(=O)N2CCN(C3CC(=O)N(Cc4ccccc4)C3=O)CC2)cc1C (centres undefined) the results were TRPV1 ag 2, TCR activator -1%, ELG1 repair inh -10%, USP2a block 3%, A-T KAP1 phos 5%, KCNH2 3.1 block 6, hERG WT inh -1, Mito fusion yeast 1%, TSHR antagonist -2 and Eya2 inh -3%.
CC1CC(C)CN(S(=O)(=O)N2CCCC(C(=O)NCCCN3CCCCC3C)C2)C1 (centres undefined) was read as TRPV1 ag -1, TCR activator -1%, ELG1 repair inh 9%, USP2a block 3%, A-T KAP1 phos 1%, KCNH2 3.1 block 6, hERG WT inh 16, Mito fusion yeast -8%, TSHR antagonist -1 and Eya2 inh 11%.
COc1ccc(NC(=O)CSc2nc3nc(C)cc(C)c3c(=O)[nH]2)cc1 was read as TRPV1 ag -1, TCR activator 2%, ELG1 repair inh inconclusive, USP2a block 1%, A-T KAP1 phos -2%, KCNH2 3.1 block 12, hERG WT inh 1, Mito fusion yeast -6%, TSHR antagonist 13 and Eya2 inh 6%.
Screening COc1ccccc1N1CCN(S(=O)(=O)c2cc3[nH]c(=O)c(=O)[nH]c3cc2C)CC1 returned TRPV1 ag -1, TCR activator -11%, ELG1 repair inh 2%, USP2a block -3%, A-T KAP1 phos 6%, KCNH2 3.1 block 10, hERG WT inh -7, Mito fusion yeast -2%, TSHR antagonist -6 and Eya2 inh 6%.
C[C@H]1CN([C@@H](C)CO)C(=O)c2cc(NC(=O)C3CCCCC3)ccc2O[C@H]1CN(C)S(=O)(=O)c1ccccc1 was read as TCR activator -5%, ELG1 repair inh inconclusive, USP2a block 1%, A-T KAP1 phos 0%, KCNH2 3.1 block -9, hERG WT inh -6, TSHR antagonist -12 and Eya2 inh 16%.
`O=C(NCc1ccccc1)C(c1ccco1)N(C(=O)c1ccccn1)c1ccccc1` (centres undefined) gave TRPV1 ag -1, TCR activator 0%, ELG1 repair inh -3%, USP2a block 2%, A-T KAP1 phos -1%, KCNH2 3.1 block -8, hERG WT inh 10, Mito fusion yeast -5%, TSHR antagonist 26 and Eya2 inh -10%.

Two successive entries already listed, for reference:
C[C@H]1CN([C@@H](C)CO)C(=O)c2cc(NC(=O)C3CCCCC3)ccc2O[C@H]1CN(C)S(=O)(=O)c1ccccc1 was read as TCR activator -5%, ELG1 repair inh inconclusive, USP2a block 1%, A-T KAP1 phos 0%, KCNH2 3.1 block -9, hERG WT inh -6, TSHR antagonist -12 and Eya2 inh 16%.
`O=C(NCc1ccccc1)C(c1ccco1)N(C(=O)c1ccccn1)c1ccccc1` (centres undefined) gave TRPV1 ag -1, TCR activator 0%, ELG1 repair inh -3%, USP2a block 2%, A-T KAP1 phos -1%, KCNH2 3.1 block -8, hERG WT inh 10, Mito fusion yeast -5%, TSHR antagonist 26 and Eya2 inh -10%.

From PubChem BioAssay
